From PubChem
IDH1 R132H inh = blocks human mutant IDH1 R132H enzyme. O75874. IDH1-R132H enzyme, NADPH consumption, diaphorase/resazurin fluorescence. Potency, µM (highest dose often 76.6 µM), inactives show at the top dose activity change, negative = inhibition, hits mostly inhibitors. 390,000 compounds, 0.093% hits. AID 602179; also: potency is read from the fitted curve at half-maximal effect; % is scaled to controls: 0 for no effect and ±100 for the full control effect; nearly all actives have a fitted effect of over 65% in size
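IDH1-R132H (0.5 ug/mL) preincubated 30 min with compound, then NADPH (0.016 mM) and alpha-KG (2 mM) added; 80 min at RT, pH 7.5. Remaining NADPH coupled via diaphorase/resazurin to fluorescence (540/590 nm); concentration-response curves normalized to no-enzyme control.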
Vif-APOBEC3F blk = blocks the Vif interaction with APOBEC3F | HeLa A3F-eYFP + Vif (tagged APOBEC3F with the HIV-1 protein that degrades it), YFP fluorescence increase | Potency, µM (titrated, usually from 46.1 µM), for inactives: at the top dose activity, negative = active | 390,000 compounds, 0.2% hits; also: potency is read from the fitted curve at half-maximal effect; % of control where 0% means no effect; nearly all actives have a fitted effect of over 65% in size
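HeLa cells stably expressing Vif plus C-terminally eYFP-tagged A3F were seeded, incubated overnight at 37 deg C, dosed with compound, incubated overnight again at 37 deg C. Yellow fluorescence (Ex 488/Em 500-530) reported blocked Vif-mediated A3F-eYFP degradation.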
Vif-APOBEC3G blk = Vif-A3G binding inhibition; Q9HC16; HeLa A3G-eYFP + Vif (tagged APOBEC3G with the HIV-1 protein that degrades it), YFP fluorescence, overnight; Potency, µM (series often up to 46.1 µM), for the others: top-dose activity, negative = active, usual class: inhibitors; 410,000 compounds, 0.076% hits; AID 602310;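 also: potency is read from the fitted curve at half-maximal effect; % is scaled to controls: 0 for no effect and ±100 for the full control effect; nearly all actives have a fitted effect of over 60% in size; hits raise eYFP signal because A3G escapes Vif-driven loss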
Target sequence (Q9HC16 whole entry, looked up): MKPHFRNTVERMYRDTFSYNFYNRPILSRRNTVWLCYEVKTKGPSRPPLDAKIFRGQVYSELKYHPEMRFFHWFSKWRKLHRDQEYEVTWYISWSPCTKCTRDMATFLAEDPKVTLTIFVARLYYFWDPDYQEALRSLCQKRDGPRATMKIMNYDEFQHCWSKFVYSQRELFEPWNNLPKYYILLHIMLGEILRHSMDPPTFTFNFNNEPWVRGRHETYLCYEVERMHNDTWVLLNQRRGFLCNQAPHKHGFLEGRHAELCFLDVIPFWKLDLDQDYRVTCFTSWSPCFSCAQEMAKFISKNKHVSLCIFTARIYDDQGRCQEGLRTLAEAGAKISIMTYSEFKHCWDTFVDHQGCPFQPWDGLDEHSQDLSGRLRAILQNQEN
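Read-out is eYFP fluorescence (Ex 488/Em 500-530) from Vif-expressing HeLa A3G-eYFP cells; more signal means A3G escaped Vif-mediated degradation. Cells plated overnight, compound pinned in, incubated overnight at 37 deg C.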
Glioma ERSR ind = ER stress response induction in glioma; U87-MG GRP78 promoter luciferase reporter, 16 h; Potency, µM, inactives show at the top dose activation, most hits filed as activators; 420,000 compounds, 0.02% hits; also: potency is read from the fitted curve at half-maximal effect; series mostly up to about 76 µM; % of control where 0% means no effect; nearly all actives have a fitted effect of over 35% in size
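ERSR induction read as luciferase luminescence (Bright-Glo, 10 min at room temperature) in stably transfected human U87-MG glioma cells exposed to compounds for 16 h, using GRP78 as sensor.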
USP1-UAF1 inh = blocks the human USP1/UAF1 deubiquitinase complex; recombinant USP1/UAF1, Ub-Rhodamine cleavage fluorescence; 390,000 compounds, 0.23% hits; AID 743255; Potency, µM (highest dose often 57.1 µM), for inactives: at the top dose activity change, negative = inhibition, actives largely listed as inhibitors; also: potency is read from the fitted curve at half-maximal effect; % is scaled to controls: 0 for no effect and ±100 for the full control effect; nearly all actives have a fitted effect of over 60% in size; inactives centre near -12
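USP1/UAF1 complex (1 nM) preincubated 15 min at room temperature with compound, then Ub-Rho substrate (150 nM final) added. Kinetic fluorescence at 480/540 nm over 6 reads at 60 s intervals; 50 mM HEPES pH 7.8, 0.5 mM EDTA, 0.1 mg/ml BSA, 1 mM TCEP, 0.01% Tween-20.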
TrxR1 substrate = substrates of rat thioredoxin reductase 1; O89049; purified TrxR1 substrate turnover, NADPH consumption readout; Potency, µM (series often up to 114 µM), without a hit: top-dose activity change, negative = substrate turnover; 390,000 compounds, 0.01% hits; AID 588456; also: potency is read from the fitted curve at half-maximal effect; % is scaled to controls: 0 for no effect and ±100 for the full control effect; nearly all actives have a fitted effect of over 50% in size
Target sequence (O89049 whole entry, looked up): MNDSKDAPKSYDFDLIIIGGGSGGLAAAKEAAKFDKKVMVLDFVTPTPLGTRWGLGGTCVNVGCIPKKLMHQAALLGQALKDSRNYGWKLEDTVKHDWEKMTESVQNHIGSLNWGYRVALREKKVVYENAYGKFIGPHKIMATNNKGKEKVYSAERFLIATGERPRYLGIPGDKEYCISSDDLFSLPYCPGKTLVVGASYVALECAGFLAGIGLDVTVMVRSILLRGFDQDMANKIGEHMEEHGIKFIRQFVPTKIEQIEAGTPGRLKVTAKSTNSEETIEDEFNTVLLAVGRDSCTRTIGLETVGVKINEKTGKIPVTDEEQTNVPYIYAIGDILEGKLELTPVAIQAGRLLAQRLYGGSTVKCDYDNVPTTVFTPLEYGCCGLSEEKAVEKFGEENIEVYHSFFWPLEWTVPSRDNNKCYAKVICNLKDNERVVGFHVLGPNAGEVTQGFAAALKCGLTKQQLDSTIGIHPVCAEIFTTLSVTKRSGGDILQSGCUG
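Rat TrxR1, dispensed at 90 nM, was prereduced with 400 uM NADPH (final) for 5 min at ~22 deg C, then incubated with compound 15 min before 400 uM selenite. A first-read NADPH fluorescence drop versus no-compound background flagged substrates.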
RGS4 inhibitor = blocks human RGS4-accelerated GTP hydrolysis; P49798; Transcreener GDP fluorescence polarization, RGS4-accelerated GTP hydrolysis; Potency, µM (series often up to 114 µM), without a hit: top-dose activity change, negative = inhibition, hits mostly inhibitors; 390,000 compounds, 0.039% hits; AID 504845; also: potency is read from the fitted curve at half-maximal effect; % is scaled to controls: 0 for no effect and ±100 for the full control effect; nearly all actives have a fitted effect of over 75% in size; some results filed as inactive show a strong effect at the top dose
Target sequence (P49798 whole entry, looked up): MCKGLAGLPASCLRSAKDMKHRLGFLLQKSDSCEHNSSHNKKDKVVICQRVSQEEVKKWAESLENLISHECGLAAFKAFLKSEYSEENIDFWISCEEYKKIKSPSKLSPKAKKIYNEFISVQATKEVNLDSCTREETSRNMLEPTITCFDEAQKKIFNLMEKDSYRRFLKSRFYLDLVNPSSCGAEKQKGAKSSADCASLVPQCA
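MLSMR compounds (23 nl, pin-transferred) preincubated 10 min at room temperature with a 500nM (2x) first reagent, then RGS4 at 900nM (2x) plus Transcreener GDP mix added; fluorescence polarization (620/688 nm) read before and after 90 min at 30 °C.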
LDHA block = LDHA (human) enzyme inhibition | 480,000 compounds, 0.15% hits | activity change, % (values are at about 110 or 230 µM) | P00338 | AID 1347041 | purified LDHA, NADH/diaphorase-resazurin fluorescence; hits give low values; in the data active = activity change below about -30%; inconclusive = mostly about -25% to -30%;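 also: plate controls were DMSO wells for no effect and wells without enzyme for full effect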
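Resorufin fluorescence (ex540/em590), read at 0 and 20 min after diaphorase/resazurin addition, reports the NADH left after a 5 min room-temperature reaction of 2 nM human LDH5 with 0.06 mM NADH and 0.2 mM pyruvate.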
rTrxR1 inhibitor = inhibitors of rat thioredoxin reductase 1; recombinant rTrxR1, NADPH fluorescence consumption, selenite substrate; Potency, µM (titrated, usually from 114 µM), without a hit: top-dose activity change, negative = inhibition, actives largely listed as inhibitors; 390,000 compounds, 1% hits; AID 588453; also: potency is read from the fitted curve at half-maximal effect; % is scaled to controls: 0 for no effect and ±100 for the full control effect; nearly all actives have a fitted effect of over 65% in size
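Rat TrxR1 (90 nM in the dispensed reagent) was pre-reduced with 400 uM NADPH for 5 min at room temperature, then incubated with compound for 15 min. After 400 uM selenite was added, NADPH fluorescence (Ex 340/Em 450 nm) was followed for 8 min.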
Starred values were filed as active, the others as inactive; ? = inconclusive; · = no result given; & = joins results of further samples; [ ] = dose if it differs, or a comment. Unless noted, calls follow the shape of the dose curve; as a rule, active = well fitted curve in the direction sought with a large enough effect; inconclusive = small, poorly fitted or top-dose-only effect, or another doubt; inactive = no such curve, though single readings can be large; an effect the other way counts as inactive or inconclusive. Only part of the results is shown, so the mix of outcomes need not match the whole.

SMILES	IDH1 R132H inh	Vif-APOBEC3F blk	Vif-APOBEC3G blk	Glioma ERSR ind	USP1-UAF1 inh	TrxR1 substrate	RGS4 inhibitor	LDHA block	rTrxR1 inhibitor
O=S(=O)(NCCS(=O)(=O)N1CCN(c2ccccc2)CC1)c1ccc(Cl)cc1	-9%	1%	10%	-3%	5%	0%[57.1 µM]	-8%	-5	17%[57.1 µM]
CCN1C(=O)[C@@H]2[C@@H](c3ccc(-c4ccc(OC)cc4)cc3)N3CCC[C@@]3(C(=O)OC)[C@@H]2C1=O	0%	-5%	0%	-4%	-25%	8%[57.1 µM]	20%	-7	8%[57.1 µM]
Cn1cnnc1-c1cccc(NC(=O)c2cc(F)c(F)cc2Cl)c1	11%	7%	1%	-4%	-21%	0%	6%	-16	16%
CCOC(=O)Cc1csc(NC(=O)CSc2nnc(C(C)C)n2CC)n1	4%	0%	-4%	-1%	-10%	-1%	-1%	0	-6%
CN(C)c1ccc(NC(=O)CN2CCN(CC(=O)Nc3ccc(Br)cc3)CC2)cc1	-6%	3%	-7%	-2%	-10%	0%[57.1 µM]	-41%	2	19%[57.1 µM]
Cc1nn(CCC(=O)NCc2ccc(OC(C)C)cc2)c(=O)c2nn(-c3ccccc3)c(C)c12	0%	-18%	0%	-4%	-13%	4%[57.1 µM]	3%[56.9 µM]	-17	23%[57.1 µM]
O=C(C[n+]1cccc(/C=N/O)c1)N1CCCc2ccccc21	-1%	0%	2%	-5%	-20%	7%[57.1 µM]	3%	-1	8%[57.1 µM]
O=C(CC(C(=O)O)c1ccc(Cl)cc1)c1ccc(Br)cc1 (stereo not drawn)	7%	8%	0%	-1%	-16%	-19%[57.1 µM]	3%	1	12%[57.1 µM]
CCc1ccc(N2CC(C(=O)Nc3ccccc3N3CCCC3)CC2=O)cc1 (stereo not drawn)	4%	-5%	?	-6%	-19%	·	·	-1	·
Cc1cccc(NC(=O)CSc2nc(C3CC3)nc3ccccc23)c1	3%	-2%	0%	-2%	-26%	5%	?	2	11%
CCCCOc1ccc(/C=N/Nc2cc(N3CCOCC3)nc(C)n2)cc1	-5%	2%	-4%	-2%	-17%	-12%	7%	-3	-6%
CC(OC(=O)C1=COCCO1)C(=O)Nc1ccccc1C#N (stereo not drawn)	6%	5%	2%	-9%	-1%	5%[57.1 µM]	-15%	-7	12%[57.1 µM]
Cn1c2ccccc2c2nnc(SCC(=O)Nc3ccccc3F)nc21	12%	-3%	1%	-2%	-16%	2%	-5%	1	9%
COc1ccccc1N1CC(C(=O)NCCN2C(=O)S/C(=C\c3cccnc3)C2=O)CC1=O (stereo not drawn)	-10%	7%	3%	-4%	-25%	-5%	-25%	3	-25%
Cc1ccc(C)c(S(=O)(=O)N/N=C/c2ccc(C(=O)O)cc2)c1	-1%	10%	0%	-5%	0%	7%[57.1 µM]	-22%	-5	10%[57.1 µM]
O=C(CNS(=O)(=O)/C=C/c1ccccc1)OC1CCOC1=O (stereo not drawn)	-10%	10%	2%	-6%	-7%	0%[57.1 µM]	29%	-13	2%[57.1 µM]
COc1ccc(NS(=O)(=O)c2ccc(O)c(C(=O)OCC(=O)Nc3ccc4c(c3)OCCO4)c2)cc1	3%	23%	-1%	-3%	-12%	2%	-10%	-4	17%
CCCS(=O)(=O)N1CCC(Cc2ccc(OC)cc2)(C(=O)OCC)CC1	17%	-10%	-4%	-4%	-15%	12%[0.0914 µM]	-1%	-8	37%[0.0914 µM]
Cc1cccc(C)c1NC(=S)N(Cc1ccccc1)Cc1cccs1	5%	?	6%	-2%	-18%	-4%	-43%	-2	25%[57.1 µM]
CCOC(=O)CNC(=O)c1sc(NC(=O)c2ccccc2)nc1C	5%	·	-7%	1%	-14%	-2%	-11%	-1	-5%
COc1cn(CC(=O)Nc2ccc(C)cc2)c(CN2CCCCC2)cc1=O	4%	-4%	3%	-1%	?	-1%[57.1 µM]	-4%	1	2%[57.1 µM]
Cc1ccc(NNC(=O)c2ccno2)c(C)c1	0%	1%	-10%	-1%	-23%	6%	-41%	2	15%
CCOC(=O)N1CCC(Nc2nc(OC)nc(OC)n2)CC1	0%	-5%	0%	-3%	-9%	8%	-5%	-1	19%
O=C(CN1CCOCC1)NNC(=S)Nc1ccccc1	-4%	1%	2%	-3%	-3%	7%	5%	-11	-1%
Cc1ccnn1-c1ccc(C(=O)OCC(=O)Nc2ccc(F)cc2)cc1	10%	-8%	1%	-1%	-18%	11%	-23%	5	26%
COc1ccc(C(=O)N(C)C2CCCN(Cc3ccccc3F)C2)cc1C (stereo not drawn)	5%	0%	-8%	-5%	-12%	1%	2%	0	17%
CSc1cccc(NC(=O)CN(C)S(=O)(=O)c2ccc(C)cc2)c1	9%	-10%	1%	0%	-24%	-11%	-1%	-1	2%
COC(=O)CCC(=O)OC1(C)C(=O)C2=CN(Cc3ccccc3)C(c3ccc(OC)cc3)=CC2=C(Br)C1=O (stereo not drawn)	13%	0%	-1%	-1%	?	?	?	18	7%[57.1 µM]
CC(C)NC(=O)N1CCC(c2nc3ccccc3s2)CC1	-3%	-1%	0%	-1%	-10%	2%	-7%	0	14%
COc1ccc2c(Cl)c(-c3nnco3)sc2c1	5%	-8%	-2%	-3%	-3%	5%	-47%	-10	9%
Cc1ccc(NS(=O)(=O)c2ccc(-c3ccc(=O)[nH]n3)o2)c(C)c1	4%	-4%	2%	-3%	-6%	-2%	-4%	-3	17%
S=C1NCN(CCc2ccccc2)CN1Cc1ccccc1	9%	-1%	-1%	-5%	-2%	11%	7%	-11	29%
CCCNC(=O)CCn1c(=S)oc2ccccc21	-7%	4%	0%	-3%	-19%	-1%	-22%[11.4 µM]	-3	24%
CCOC(=O)Cn1c(-c2cccnc2Cl)nc2cc(C)c(C)cc21	3%	-4%	-6%	-2%	-14%	19%	-9%	2	29%
Cc1ccccc1CS(=O)(=O)Cc1ccc(C(=O)NC2CCCCC2)o1	9%	2%	1%	-4%	-3%	4%	6%	-5	11%
O=C(NCc1ccccc1Cl)c1cc2ccccc2oc1=O	8%	-13%	-2%	5%	-19%	8%[57.1 µM]	1%	-5&-21	13%[57.1 µM]
Cn1c(SCC(=O)c2ccc(F)cc2)ncc(C(=O)Nc2ccccc2)c1=O	-4%	1%	3%	0%	-19%	17%	-39%	-4	7%
COc1cccc(C(=O)Nc2cc(NC(=O)c3cccs3)ccc2C)c1	5%	1%	-3%	-3%	-16%	-1%	-10%	-2	14%
CCOC(=O)c1sc(NC(=O)c2cc(-c3ccc(C)cc3)nc3ccccc23)c(C#N)c1C	-9%	-22%	-2%	1%	-8%	-6%	?	-3	?
O=C(COC(=O)C1=COCCO1)Nc1ncc(Cl)cc1Cl	1%	-6%	-6%	-4%	-17%	4%	6%	-2	7%
CCOc1cccc(-c2nnc3sc(COc4ccc(Cl)cc4)nn23)c1	2%	-1%	1%	-8%	-6%	13%[57.1 µM]	-11%	-5	7%
O=C(NCCc1csc(-c2ccc(F)cc2)n1)c1c(F)cccc1Cl	6%	-1%	0%	-2%	2%	-5%[57.1 µM]	-2%	-4	11%[57.1 µM]
O=C(NC1CCCCCCC1)c1cc(-c2ccccn2)nc2ccccc12	3%	5%	1%	-5%	-16%	3%[57.1 µM]	?	-5	15%[57.1 µM]
COc1ccc(Cl)cc1-n1nnc(-c2nc(-c3ccccc3)no2)c1C	20%	8%	-1%	2%	-13%	8%[57.1 µM]	-19%	-7	28%[57.1 µM]
COc1cccc(/C=N/NC(=O)c2nnn(-c3nonc3N)c2C(C)C)c1OCc1ccc(F)cc1	-3%	-3%	7%	-8%	0%	0%	31%	-10	16%
OCCNCCCOc1ccc(Cl)cc1Br	7%	-1%	1%	-2%	-8%	0%	-30%	-1	-22%
O=C(/C(C=Nc1ccc(Br)cc1)=C(/O)c1ccco1)C(F)(F)F	5%	-7%	?	-8%	-10%	-16%	-12%	-2	-20%
S=C1NC2=C(C(c3ccc(Br)cc3)N1)N1CCC2CC1 (stereo not drawn)	0%	5%	-4%	15%	-19%	-16%[57.1 µM]	-31%	4	25%[57.1 µM]
COc1ccc(CCNC(=O)c2ccc3c(c2)N(Cc2ccc(F)cc2)CCS3)cc1OC	2%&18%	2%&1%	1%&1%	-8%&-4%	-16%&-16%	83%&69%[activator]	?	-10&-1	37%&58%[activator]
COc1ccc(OC(C)C(=O)NCCC2=CCCCC2)cc1 (stereo not drawn)	-1%	0%	3%	-4%	-22%	-3%[57.1 µM]	3%	-9	-3%[57.1 µM]
O=C(NCCNS(=O)(=O)c1cccc(C(F)(F)F)c1)c1cc(OCC(F)(F)F)ccc1OCC(F)(F)F	-9%	-2%	-1%	-9%	0%	-3%	5%	-3	8%
CCN1CCN(c2ccc(Cl)cc2NC(=O)c2ccc(-n3nc(C)cc3C)cc2)CC1	-2%	-29%	-2%	-4%	-8%	2%	16%	-3	19%
Cc1c(C)n(-c2ccc(Cl)cc2)c2ncnc(N)c12	15%	10%	2%	3%	-6%	-2%	4%	-6	9%
